# Screening results as filed in PubChem.
# GSIS activator: GLuc luminescence reporter in INS-1E cells, primary screen for activators of glucose-dependent secretion of insulin; INS-1E GLuc reporter insulin secretion, 2-3 h; activation, % at 16.6 µM; 370,000 compounds, 0.61% hits; AID 743287, 2014;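 active = lowest replicate activation of at least 40%, so every replicate reaches that level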;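 also: 0% = median of neutral control wells and 100% = median of IBMX positive control wells; some compounds called inactive have numbers as strong as hits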
# Cneo AK release: Cryptococcus neoformans cell lysis inducers, primary screen, AK release luminescence, single concentration | lysis activity, % at 15 µM | AID 651654, 2012 | 360,000 compounds, 0.2% hits | C. neoformans lysis, adenylate kinase release luminescence, 4 h; normalised: neutral wells 0, clomiphene wells 100;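 active = mean lysis activity across replicates of at least 80%, whatever share of replicates individually reach that level; inactive = mean lysis activity below 80%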
#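 Schedule: static 4 h at 37 °C with compound, 1 h detection; system: C. neoformans cells; benchmarks: Clomiphene as positive control; buffer or medium: fresh YPD medium; measure: luminescence rise reflecting yeast cell lysis; measured by: luminescent adenylate kinase detection reagent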
# miR-122 sensor: miR-122 Renilla sensor signal increase in Huh7, primary screen, miR-122 inhibitor project, cell-based, single point, plate reader. Huh7 miR-122 Renilla luciferase sensor, 48 h; neutral wells = 0, positive control = 100. activation (reporter increase), % at 12.5 µM. 340,000 compounds, 0.3% hits. AID 602342, 2012;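 active = mean replicate activation score at least 90 and every replicate individually at or above 90; inconclusive = only one of the two criteria met; inactive = neither criterion met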;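 also: higher luciferase means less miR-122 activity so hits act as miR-122 inhibitors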
# PglD DTNB: C. jejuni PglD acetyltransferase inhibitors, primary screen, biochemical, DTNB colorimetric, single point | UDP-N-acetylbacillosamine N-acetyltransferase PglD (Campylobacter jejuni) | purified PglD enzyme, DTNB colorimetric CoA detection | inhibition, % at 12.5 µM | 360,000 compounds, 0.098% hits; in the data active = inhibition above about 16%, passing the limit was not always enough; inconclusive = no clear call, values can overlap the other calls; also: strong numbers were not always called active
# PGC1a acetyl inh: inhibitors of PGC1a acetylation signal, primary screen, cell-based, U2OS, AlphaScreen, inhibitor mode; 350,000 compounds, 0.17% hits; AlphaScreen anti-acetyl-lysine; with virally co-expressed GCN5 acetyltransferase; inhibition, % at 15.6 µM;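 active = every replicate shows inhibition of at least 40%; inconclusive = mean inhibition at least 40% but some replicate below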;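 also: 0% = neutral control wells and 100% = positive control wells; some results beyond the cut were filed as inactive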
# C2C12 statin: suppressors of statin myotoxicity in C2C12 myotubes, primary screen, cell-based, single point, plate reader. C2C12 myotubes + simvastatin, ATP luminescence, 48 h; scaled: DMSO 0, geranylgeraniol control 100. rescue of ATP level, % at 7.49 µM. 330,000 compounds, 0.78% hits. AID 602340, 2012;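 active = mean ATP rescue above about 67%, or every replicate alone reaching that limit, limit read from the data, passing the limit was not always enough; inconclusive = no clear call, values can overlap the other calls; inactive = mean under the limit and some replicate under it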;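 also: myotubes were challenged with 10 µM simvastatin during compound exposure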
# FN deposit inh: inhibitors of fibronectin matrix deposition, primary screen, AH1F cells, Alexa488-fibronectin fluorescence, plate reader; AH1F fibroblasts, overnight; inhibition, % at 12.6 µM; 350,000 compounds, 0.086% hits; AID 743247, 2014;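 active = mean inhibition across replicates of 30% or more, regardless of how many single replicates reach that level; inconclusive = mean under 30% yet at least half of replicates reach 30%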;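 also: positive control wells lacked labelled fibronectin entirely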
#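 Assay system: AH1F fibroblasts assembling fluorescent fibronectin matrix; Amount: 10000 AH1F cells per well; Buffer or medium: DMEM, 2% serum; Probe or stimulus: Alexa488-fibronectin, 24 nM final in well; Doses: single compound dose, delivered by pin transfer; Incubation: 1 h adhesion, overnight exposure; Measured by: fluorescence 485/525 nm; Read-out: fibronectin deposition inhibition.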
# F508del corr: F508del CFTR correction, initial screen, CFBE line, single point; CFBE cells, YFP halide quenching; stimulated with forskolin plus potentiator P3; % fluorescence drop versus neutral controls; activity (quench increase), % at 7.58 µM; 350,000 compounds, 0.36% hits; AID 720511, 2013;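 active = mean added fluorescence quench of at least 8% versus neutral control, with both replicates also reaching 8%; inconclusive = only one of the mean or replicate conditions met; inactive = mean below 8% and not both replicates reaching 8%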;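 also: cells transiently co-express mutant CFTR-F508del with the halide-sensitive YFP; corrector assay measuring rescue of mutant channel to the surface after 24 h compound exposure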
# Numbers without * were called inactive; ? = inconclusive; nt = not tested or not shown; [ ] = dose if it differs, or a comment.
SMILES	GSIS activator	Cneo AK release	miR-122 sensor	PglD DTNB	PGC1a acetyl inh	C2C12 statin	FN deposit inh	F508del corr
CNC[C@@H]1Oc2ccc(NS(=O)(=O)c3ccc(F)cc3)cc2CC(=O)N([C@@H](C)CO)C[C@H]1C	30	3	-4[16.7 µM]	11	1	6	nt	1.4
CCc1ccc(C(C(=O)NCc2ccc(F)cc2)N(C(=O)c2csnn2)C2CC2)cc1 (stereo not drawn)	12	1	nt	-3	nt	7	-6	2.2
COc1ccccc1N1CCN(C(=O)c2sc3nc4n(c(=O)c3c2C)CCC4)CC1	8	1	-3	-5	4	4	8	1.1
C[C@H](CO)N1C[C@H](C)[C@H](CN(C)C(=O)Cc2cccnc2)Oc2ncc(-c3cncnc3)cc2C1=O	25	64	-1[16.7 µM]	6	-9	-1	1	2.1
Cc1c(C(C)C)c(=O)n(-c2ccc(S(=O)(=O)NC3CCCCC3)cc2)n1C	-23	nt	10	nt	0	nt	-5	1.1
COC(=O)c1ccc2c(c1)SC1=C(CCCC1=O)N2	nt	-2	-6	0	-15	nt	nt	nt
Cc1occc1C(=O)Nc1cnn(CCCC(=O)O)c1	19	0	3	2	0	nt	-2	-1.3
C[C@H](CO)N1C[C@H](C)[C@@H](CN(C)C(=O)Cc2ccncc2)Oc2cc(C3=CCCCC3)ccc2S1(=O)=O	0	-3	-1[16.7 µM]	7	-10	-6	7	1.6
Cc1ccc(-c2noc(CN3CCC(C(N)=O)CC3)n2)cc1	nt	-1	7	-8	3	nt	-26	nt
O=C(Nc1cccc(O)c1)c1cc(-c2cccs2)on1	-17	-4	-1	0	nt	-1	-4	-2.4

# The closing 3 records of the section above lead into the next.
SMILES	GSIS activator	Cneo AK release	miR-122 sensor	PglD DTNB	PGC1a acetyl inh	C2C12 statin	FN deposit inh	F508del corr
C[C@H](CO)N1C[C@H](C)[C@@H](CN(C)C(=O)Cc2ccncc2)Oc2cc(C3=CCCCC3)ccc2S1(=O)=O	0	-3	-1[16.7 µM]	7	-10	-6	7	1.6
Cc1ccc(-c2noc(CN3CCC(C(N)=O)CC3)n2)cc1	nt	-1	7	-8	3	nt	-26	nt
O=C(Nc1cccc(O)c1)c1cc(-c2cccs2)on1	-17	-4	-1	0	nt	-1	-4	-2.4
CCOC(=O)c1oc2ccccc2c1NC(=O)COC	29	1	1	1	5	1	nt	nt
CC[C@]1(C(=O)OC)[C@H]2C(=O)N(C)C(=O)[C@H]2[C@H]2CN=C(SCc3ccc(Cl)cc3)N21	-1	-4	0	-4	4	-4	nt	1.6
COc1ccc2cc(S(=O)(=O)N3CCOCC3)ccc2c1	nt	-4	11	0	-2	-9	1	nt
O=C(COc1ccccc1)N[C@@H]1c2ccccc2CC[C@@H]1O	9	1	-1	2	0	9	-7	-0.1
C[C@H](CO)N1C[C@H](C)[C@@H](CN(C)C(=O)Nc2cccc3ccccc23)Oc2c(NC(=O)c3cnccn3)cccc2C1=O	-4	-6	0[16.7 µM]	0	4	-9	13	0.8
Cc1ccc(NC(=O)C2CCN(S(=O)(=O)c3cnc[nH]3)CC2)nc1	4	-4	3	11	5	-8	nt	nt
COc1cc(S(=O)(=O)Nc2ccc(C(=O)NCC(=O)O)cc2)ccc1NC(C)=O	8	3	nt	-2	2	nt	-3	3.1
COc1ccc(NC(=O)CSc2nnc(Cc3ccccc3)o2)c(OC)c1	31	2	-3	-3	7	8	nt	1.5
O=C(O)/C=C/c1ccc(S(=O)(=O)Nc2ccc3[nH]c(=O)[nH]c3c2)cc1	-3	0	nt	-3	nt	2	5	0.7
O=C(CSc1ccc(-c2ccccn2)nn1)NCc1ccc(F)cc1	15	nt	nt	nt	-13	nt	-6	-0.6

# Single values from the entries so far:
# COc1ccc(NC(=O)CSc2nnc(Cc3ccccc3)o2)c(OC)c1 | F508del corr: 1.5
# C[C@H](CO)N1C[C@H](C)[C@@H](CN(C)C(=O)Nc2cccc3ccccc23)Oc2c(NC(=O)c3cnccn3)cccc2C1=O | PglD DTNB: 0
# O=C(O)/C=C/c1ccc(S(=O)(=O)Nc2ccc3[nH]c(=O)[nH]c3c2)cc1 | PglD DTNB: -3

# Following part
SMILES	GSIS activator	Cneo AK release	miR-122 sensor	PglD DTNB	PGC1a acetyl inh	C2C12 statin	FN deposit inh	F508del corr
COc1ccccc1N(C)S(=O)(=O)c1ccc(C(=O)OCC(=O)N(C)c2ccccc2)cc1	-20	-2	3	7	8	10	1	1.8
O=C(c1cnccn1)N1CC(=O)N2[C@H](CO)[C@@H](c3ccc(C#CC4CCCCC4)cc3)[C@H]2C1	-12	nt	nt	nt	-10	nt	-3	-1.6
COc1ccc(C(=O)COc2ncnc3cc(Cl)ccc23)cc1	15	1	-2	0	nt	-6	7	0.4
O=C(NCc1ccco1)c1ccc2c(c1)N(Cc1ccccc1)CCS2	-11	nt	6	nt	nt	11	-1	1.9
Cc1noc(C)c1NC(=O)Nc1ccc2c(c1)C(=O)N([C@@H](C)CO)C[C@@H](C)[C@H](CN(C)C(=O)C1CCCCC1)OCCCC[C@H](C)O2	10	-2	-1[16.7 µM]	2	nt	nt	nt	-0.7
COC(=O)c1cccc(N(C(=O)c2cnccn2)C(C(=O)NC2CCCCC2)c2cn(C)nc2C)c1 (stereo not drawn)	nt	-1	-8	3	9	-2	0	nt
CC1CC2(CCCCC2)N2C(=O)C(=O)c3cccc1c32 (stereo not drawn)	-4	3	-7	3	-7	nt	nt	-3.4
COc1ccc(C(O)c2nc(-c3cc4ccccc4o3)cs2)cc1 (stereo not drawn)	2	1	-1	-3	-5	64	11	2.0
O=C(NCc1ccccc1)c1ccc(/C=N/O)nc1	nt	-1	0	3	nt	nt	0	nt
C[C@H](CO)N1C[C@H](C)[C@@H](CN(C)C(=O)Nc2ccc(C(F)(F)F)cc2)OCCCC[C@H](C)Oc2ccc(NC(=O)c3ccccc3)cc2C1=O	-7	-1	8[16.7 µM]	-3	nt	52	nt	-4.0
O=C(Oc1c(Br)cc([N+](=O)[O-])cc1Br)c1cccnc1	-5	nt	nt	nt	11	nt	4	-3.9
O=C1CCCN2N=C(SCC(=O)Nc3ccc(Br)cc3)SC2=N1	24	0	nt	2	nt	-7	1	2.0
COc1ccccc1N1CCN(C2CCN(S(=O)(=O)c3ccc(NC(C)=O)cc3)CC2)CC1	-5	-12	3	-5	20	-2	-3	-2.7
COc1cc(OC)nc(NC(=O)CN2CCN(c3ccc(F)cc3)CC2)n1	-17	-2	nt	-1	4	0	nt	-0.6
COc1cc(C2CC(=O)c3cnc(NC(=O)c4ccco4)nc3C2)cc(OC)c1OC (stereo not drawn)	-7	3	1	2	15	-26	2	2.0
Cc1ccc(S(=O)(=O)Nc2ccc3c(c2)C(=O)N(C)[C@@H]2CC[C@H](CC(=O)NCCc4ccncc4)O[C@H]2CO3)cc1	-4	1	-12[16.7 µM]	-3	-7	14	-3	1.4
COC(=O)c1ccc(CSc2ncnc3c2oc2ccccc23)o1	21	2	nt	-3	6	9	nt	nt
O=C1CCC(C(=O)N(CCO)Cc2ccccc2)CN1CCCN1CCOCC1 (stereo not drawn)	0	2	-7	0	-12	2	-1	0.3
O=C1OC(c2ccccc2)C(O)=C1c1ccccc1 (stereo not drawn)	10	0	0	-3	18	0	-10	-1.2
O=C(c1cccc(Cl)c1)N1CCN(c2ncccn2)CC1	0	2	-6	0	-11	-7	3	2.6
Cc1ccc(C2N(c3nccs3)C(=O)C3CCCN32)cc1 (stereo not drawn)	13	-1	29	-1	-5	-1	-5	nt
CCOc1ccc(OCC)c(NC(=O)CN2CCN(c3cccc(C)c3)C(C)C2)c1 (stereo not drawn)	7	-1	5	1	-29	nt	nt	nt
CCOc1ccc(CNC(=O)CCCc2cn(C)c3ccccc23)cc1	-6	-2	nt	5	-9	12	2	-2.8
CCOC(=O)c1cnc(-n2cc(C)cn2)nc1Nc1ccccc1OCC	nt	0	-1	-6	-2	-5	-12	nt
Cc1ccc2[nH]c3nc(SCC#N)nnc3c2c1	8	-1	-7	-8	2	1	-3	4.2
O=C(c1cc(S(=O)(=O)N2CCOCC2)ccc1F)N(CCc1ccccc1)Cc1ccccc1	-23	-2	2	1	nt	28	-2	4.4
C[C@H](CO)N1C[C@H](C)[C@@H](CN(C)C(=O)Nc2ccc(F)cc2)OCCCC[C@H](C)Oc2ccc(NC(=O)Cc3ccccc3)cc2C1=O	-40	0	-3[16.7 µM]	-2	7	?	nt	-0.9
COc1ccc(OCC(=O)Nc2cccc3cccnc23)cc1	nt	-6	-15	2	-3	1	nt	nt
CCOc1c(Br)cc(C(=O)OCC(=O)N2CCc3ccccc3C2)cc1OC	-13	0	-3	0	7	6	-4	-0.4
C[C@H](NC(=O)[C@H]1[C@H](CO)[C@H]2Cn3c(cccc3=O)[C@H]2N1Cc1cccnc1)c1ccccc1	-4	-3	nt	1	nt	-7	nt	nt
COc1cccc(NC(=O)N2C3CCCC2CC(NC(=O)C(C)(C)C)C3)c1 (stereo not drawn)	-5	0	3	-9	-18	6	-10	-0.8
CC(C)c1nn(-c2cc(C(F)(F)F)ccn2)c(=O)o1	nt	-5	-6	-7	2	7	7	-3.2
O=C(CCC1CCCCC1)Nc1c[nH]c(=O)[nH]c1=O	nt	2	-6	-1	0	0	nt	nt
CC(=O)Nc1ccc(-c2nn[nH]n2)cc1	22	30	-3	0	2	22	-3	0.7
Cc1ccc(C)c2[nH]c(=O)c(CN(CCCN(C)C)C(=O)NCc3ccccc3)cc12	nt	0	-4	3	4	-8	nt	nt
CCOc1ccc2c(c1)c(N=NC(N)=S)c(O)n2C	15	0	-3	3	0	7	10	0.1
COc1ccc(NS(=O)(=O)c2cc(C(=O)Nc3ccccc3C(=O)O)ccc2C)cc1	-10	0	45	0	-5	-9	-1	-0.9
CC(C)c1nnc(SCC(=O)NC2CCCCC2)n1C	4	-1	-5	2	nt	-4	3	0.3
COc1ccc(OC)c2sc(NC(=O)C3CC3)nc12	25	-2	4	0	-5	9	-9	-0.3

# 3 entries from above, arranged by the number in PGC1a acetyl inh, highest first.
Structure	GSIS activator	miR-122 sensor	PglD DTNB	PGC1a acetyl inh	F508del corr
COC(=O)c1cccc(N(C(=O)c2cnccn2)C(C(=O)NC2CCCCC2)c2cn(C)nc2C)c1 (stereo not drawn)	nt	-8	3	9	nt
COc1ccccc1N(C)S(=O)(=O)c1ccc(C(=O)OCC(=O)N(C)c2ccccc2)cc1	-20	3	7	8	1.8
Cc1ccc(C)c2[nH]c(=O)c(CN(CCCN(C)C)C(=O)NCc3ccccc3)cc12	nt	-4	3	4	nt
